# USP1-UAF1 inh: inhibitors of human USP1/UAF1 deubiquitinase; O94782; recombinant USP1/UAF1, Ub-Rhodamine cleavage fluorescence; Potency, µM (top dose mostly 57.1 µM), without a hit: top-dose activity change, negative = inhibition, actives largely listed as inhibitors; hit rate 0.23% among 390,000; also: potency is read from the fitted curve at half-maximal effect; % is scaled to controls: 0 for no effect and ±100 for the full control effect; nearly all actives have a fitted effect of over 60% in size; inactives centre near -12
#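 Step one: compound is pinned into 1nM USP1/UAF1 in HEPES pH 7.8 buffer with TCEP. Step two: 15 min room-temperature incubation. Step three: Ub-Rho (150nM final) starts cleavage, tracked by fluorescence over six one-minute reads.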
# TrxR1 substrate: substrates of rat thioredoxin reductase 1; hit rate 0.01% among 390,000; Potency, µM (titrated, usually from 114 µM), inactives show top-dose activity change, negative = substrate turnover; purified TrxR1 substrate turnover, NADPH consumption readout; O89049; also: potency is read from the fitted curve at half-maximal effect; % is scaled to controls: 0 for no effect and ±100 for the full control effect; nearly all actives have a fitted effect of over 50% in size
# Target sequence (O89049 whole entry, looked up): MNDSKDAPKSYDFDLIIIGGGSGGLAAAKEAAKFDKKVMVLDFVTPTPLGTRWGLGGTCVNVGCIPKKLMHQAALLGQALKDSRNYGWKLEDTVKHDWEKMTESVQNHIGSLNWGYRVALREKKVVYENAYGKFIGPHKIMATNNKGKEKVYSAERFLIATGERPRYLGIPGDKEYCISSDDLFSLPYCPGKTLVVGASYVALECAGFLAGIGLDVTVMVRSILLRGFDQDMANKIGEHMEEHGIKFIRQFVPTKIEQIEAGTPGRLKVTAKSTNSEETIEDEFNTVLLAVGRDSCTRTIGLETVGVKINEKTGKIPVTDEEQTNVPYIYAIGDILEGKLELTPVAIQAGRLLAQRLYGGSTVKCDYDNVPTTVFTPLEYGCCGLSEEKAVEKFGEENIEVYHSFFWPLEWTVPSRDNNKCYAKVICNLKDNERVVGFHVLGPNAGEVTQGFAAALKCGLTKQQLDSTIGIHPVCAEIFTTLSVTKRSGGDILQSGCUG
#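 Rat TrxR1, dispensed at 90 nM, was prereduced with 400 uM NADPH (final) for 5 min at ~22 deg C, then incubated with compound 15 min before 400 uM selenite. A first-read NADPH fluorescence drop versus no-compound background flagged substrates.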
# D2 antagonist: antagonists of human D2 dopamine receptor. hit rate 2% among 340,000. P14416. HEK293 TREx D2 cells, calcium flux, dopamine EC80. inhibition, % at 10 µM; in the data active = inhibition above about 30%; also: 0% is about no effect
# Target sequence (P14416 whole entry, looked up): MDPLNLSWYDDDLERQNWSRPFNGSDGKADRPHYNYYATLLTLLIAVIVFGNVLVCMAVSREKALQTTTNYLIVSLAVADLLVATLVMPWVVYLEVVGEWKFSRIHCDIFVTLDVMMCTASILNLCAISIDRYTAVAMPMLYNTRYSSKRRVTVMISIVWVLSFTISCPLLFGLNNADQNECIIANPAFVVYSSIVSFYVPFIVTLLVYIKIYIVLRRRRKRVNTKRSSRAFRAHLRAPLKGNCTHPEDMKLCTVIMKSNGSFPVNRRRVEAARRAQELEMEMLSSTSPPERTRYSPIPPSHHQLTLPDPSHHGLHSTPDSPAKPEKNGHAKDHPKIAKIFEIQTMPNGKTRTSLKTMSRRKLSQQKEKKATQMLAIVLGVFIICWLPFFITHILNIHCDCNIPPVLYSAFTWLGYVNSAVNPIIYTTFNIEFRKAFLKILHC
#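 Tetracycline-induced HEK293 T-REx cells expressing D2 force-coupled to calcium signalling were dye-loaded, exposed to compound for 180 s, then challenged with an EC80 of dopamine; calcium flux was followed kinetically for a further 180 s.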
# Pin1 inh: inhibitors of human Pin1 | Pin1 FP peptide displacement, HiFluor488, 10 min | Potency, µM (doses to about 115 µM), without a hit: top-dose activity, negative = inhibition, actives largely listed as inhibitors | hit rate 0.009% among 390,000; active = well fitted inhibition curve with a large enough effect in the polarisation, with a control signal flat, not every such curve was filed as active; inconclusive = small, poorly fitted or top-dose-only effect, or effect the other way, or a change in a side signal; inactive = no such curve, though single readings can be large or run the other way; the % refers to the polarisation; also: potency is read from the fitted curve at half-maximal effect; % is scaled to controls: 0 for no effect and ±100 for the full control effect
# D2 ag: agonists of human D2 dopamine receptor; P14416; hit rate 0.53% among 340,000; HEK293 T-REx D2 cells, calcium flux agonist mode; activation, % at 2 µM; AID 485358;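 active = activation over 3 SD above normal in the single-dose calcium agonist read, cut at about 30% in these data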; also: 0% is about no effect
#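 In this primary screen, compounds producing a positive calcium signal within 180 s of addition to tetracycline-induced, force-coupled HEK293 Trex D2 cells are flagged; cells are dye-loaded with a no-wash calcium kit beforehand.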
# mIDH1 inhibitor: human IDH1 R132H inhibition. IDH1-R132H enzyme, NADPH consumption, diaphorase/resazurin fluorescence. O75874. hit rate 0.093% among 390,000. AID 602179. Potency, µM (highest dose often 76.6 µM), for the others: top-dose activity change, negative = inhibition, actives largely listed as inhibitors; also: potency is read from the fitted curve at half-maximal effect; % is scaled to controls: 0 for no effect and ±100 for the full control effect; nearly all actives have a fitted effect of over 65% in size
#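 IDH1-R132H (0.5 ug/mL) preincubated 30 min with compound, then NADPH (0.016 mM) and alpha-KG (2 mM) added; 80 min at RT, pH 7.5. Remaining NADPH coupled via diaphorase/resazurin to fluorescence (540/590 nm); concentration-response curves normalized to no-enzyme control.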
# TRHR enhancer: TRH receptor (human) allosteric enhancement. P34981. TRHR cells, fluo-8 calcium fluorescence, EC20 TRH enhancement. enhancement, % at 2 µM. hit rate 0.66% among 360,000. AID 493056; in the data active = enhancement above about 30%; also: 0% is about no effect
#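 TRHR-expressing cells loaded with fluo-8 calcium dye were read kinetically (ex 480/em 530) during compound addition, then stimulated with an EC20 of TRH (10 nM final). Enhancement of the Gq-mediated intracellular calcium response was scored.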
# TRHR ag: agonists of human TRH receptor; P34981; TRHR cells, calcium flux fluo-8, FDSS agonist mode; activation, % at 2 µM; hit rate 0.18% among 360,000; AID 493084; in the data active = activation above about 30%; also: 0% is about no effect
#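 TRHR-expressing cells loaded with fluo-8 calcium dye; 23 nL library compound pin-transferred, kinetic FDSS fluorescence (Ex 480/Em 530) recorded about 180 s for agonist-induced calcium release, before a 10 nM TRH EC20 addition for potentiator mode.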
# TrxR1 inh: inhibitors of rat thioredoxin reductase 1; O89049; recombinant rTrxR1, NADPH fluorescence consumption, selenite substrate; Potency, µM (series often up to 114 µM), for the others: top-dose activity change, negative = inhibition, actives largely listed as inhibitors; hit rate 1% among 390,000; also: potency is read from the fitted curve at half-maximal effect; % is scaled to controls: 0 for no effect and ±100 for the full control effect; nearly all actives have a fitted effect of over 65% in size
#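 Rat TrxR1 (90 nM in the dispensed reagent) was pre-reduced with 400 uM NADPH for 5 min at room temperature, then incubated with compound for 15 min. After 400 uM selenite was added, NADPH fluorescence (Ex 340/Em 450 nm) was followed for 8 min.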
# * = called active by the depositor; u = inconclusive; x = no result given; [ ] = remark or other dose. Unless noted, calls follow the shape of the dose curve; as a rule, active = well fitted inhibition curve with a large enough effect; inconclusive = small, poorly fitted or top-dose-only effect; inactive = no such curve, though single readings can be large or run the other way. Only part of the results is shown. The share of hits here may be higher or lower than overall.
SMILES,USP1-UAF1 inh,TrxR1 substrate,D2 antagonist,Pin1 inh,D2 ag,mIDH1 inhibitor,TRHR enhancer,TRHR ag,TrxR1 inh
CC(NC(=O)[C@H](C)N1C(=O)N2CCc3c([nH]c4ccccc34)[C@@]2(C)C1=O)c1ccccc1 (stereo partly drawn),-23%,-4%,0,u,0.7,-6%,-14,-0.1,3%
Cc1ccc(NC(=O)CCSc2nnnn2-c2ccc3c(c2)OCO3)cc1C,-7%,5%[57.1 µM],7,22%,0.1,0%,3,-0.8,7%[57.1 µM]
CCN(CC)S(=O)(=O)c1cc([N+](=O)[O-])ccc1N=Nc1c(O)n(C)c2ccccc12,-14%,5%,10,-9%,0.6,0%,10,0.0,15%
O=C(O)CCCCCNS(=O)(=O)/C=C/c1ccccc1,-8%,6%[57.1 µM],6,-4%,0.1,-4%,3,0.6,22%[57.1 µM]
CSc1ccc(Cl)c(C(=O)NNC(=O)c2cccs2)c1,4%,1%,x,6%,x,-6%,x,x,38%[activator]
COc1ccsc1C(=O)Nc1ccc(F)cc1F,-12%,4%[57.1 µM],-7,-3%,0.1,5%,20,0.3,34%[57.1 µM]
COc1ccc(OCCCC(=O)NNC(=O)c2ccncc2)cc1,-15%,3%,0,-4%,-1.4,1%,-5,0.3,18%
CC(C)CCSc1nc2c(c(=O)[nH]c(=O)n2C)n1CCc1ccccc1,-7%,1%[57.1 µM],-10,-6%,-1.1,2%,-7,-0.7,21%[57.1 µM]
CC(=O)c1c(N2CCN(C)CC2)[nH]c(-c2ccccc2)nc1=S,-24%,-12%,10,u,-0.4,7%,0,0.2,-17%
Cc1ccc(S(=O)(=O)N2CCCc3cc(NS(=O)(=O)c4cc(C)ccc4C)ccc32)cc1,-12%,-4%[57.1 µM],x,12%,x,-1%,4,-0.1,18%[57.1 µM]
O=C(C[C@H]1C[C@H](C(=O)N2CCOCC2)[C@@]2(CCC3CCCC3)c3[nH]c4cc(-c5ccco5)ccc4c3CCN2C1=O)NCCc1ccccn1,-12%,14%,x,10%,x,-13%,x,x,-2%
Cc1ccc(NC(=O)c2cc(N3C(=O)C4CCCCC4C3=O)ccc2N2CCOCC2)cc1 (stereo not drawn),-9%,-8%,10,9%,0.4,0%,-4,-0.6,17%
CCOC(=O)c1[nH]c(=S)n(Cc2ccccc2)c1C(=O)OCC,-25%,-8%[57.1 µM],x,10%,x,-10%,x,x,-30%
CNS(=O)(=O)c1cccc(C(=O)Nc2cccnc2)c1,-4%,14%[57.1 µM],11,-20%,1.1,5%,2,0.3,18%[57.1 µM]
CCCCCC(=O)Nc1ccc(Cl)cn1,-6%,6%[57.1 µM],x,-7%,x,4%,x,x,6%[57.1 µM]
CCn1cc(/C=C(\NC(=O)c2ccccc2Cl)C(=O)NCCCn2ccnc2)c2ccccc21,u,-16%,x,3%,0.3,3%,4,-2.2,-16%
COc1cccc(CN2CC(O)=C(c3nc(-c4ccc(Cl)cc4)cs3)C2=N)c1,-12%,-4%,10,10%,1.0,4%,7,1.0,-2%
Cc1oc(-c2ccc(Cl)cc2)nc1CN1CCCC(C(=O)N2CCN(C(=O)c3ccco3)CC2)C1 (stereo not drawn),-7%,9%[57.1 µM],-3,6%,-1.9,8%,1,-0.4,1%[57.1 µM]
Cn1cc(/C=C(\C#N)C(=O)Nc2ncc(Cc3ccc(Cl)cc3)s2)c2ccccc21,u,-3%[57.1 µM],-8,u,5.3,4%,25,9.0,21%[57.1 µM]
CCc1ccc2nc(N3CCN(C(=O)c4ccccc4)CC3)sc2c1,u,-6%[57.1 µM],x,-2%,0.6,-4%,2,-0.3,0%[57.1 µM]
COc1ccc(-c2nnc(SCC(=O)Oc3cc(C)ccc3C)o2)cc1,-37%,8%,x,-2%,0.9,-26%,-3,0.4,3%
COc1ccc(Cl)cc1S(=O)(=O)N1CCC(C(=O)NCCC2=CCCCC2)CC1,-15%,0%,-1,-5%,-0.6,6%,-2,-0.3,0%
CN(C(=O)C1CCN(S(=O)(=O)c2cccc3nonc23)CC1)C1CCCCC1,-7%,2%,-15,-9%,0.2,-4%,-5,0.7,20%
Nc1ncnc2c1CN(Cc1ccccc1)CC2,-5%,-4%[2.29 µM],x,-15%,x,5%,x,x,16%[57.1 µM]
Cc1ccc(S(=O)(=O)N2CCN(C(=O)CC(C)n3cncn3)CC2)cc1 (stereo not drawn),-14%,6%[0.0914 µM],-11,-3%,2.6,-2%,-2,0.3,16%[57.1 µM]

# The list goes on, starting with the last 2 of the part before.
SMILES,USP1-UAF1 inh,TrxR1 substrate,D2 antagonist,Pin1 inh,D2 ag,mIDH1 inhibitor,TRHR enhancer,TRHR ag,TrxR1 inh
Nc1ncnc2c1CN(Cc1ccccc1)CC2,-5%,-4%[2.29 µM],x,-15%,x,5%,x,x,16%[57.1 µM]
Cc1ccc(S(=O)(=O)N2CCN(C(=O)CC(C)n3cncn3)CC2)cc1 (stereo not drawn),-14%,6%[0.0914 µM],-11,-3%,2.6,-2%,-2,0.3,16%[57.1 µM]
C[C@@H](NC(=O)c1[nH]cnc1C(=O)Nc1nccs1)c1ccccc1,u,7%[57.1 µM],-4,1%,0.3,-13%,0,-0.2,19%[57.1 µM]
CCOC(=O)c1c(NC(=O)COc2ccc(Br)cc2)sc2c1CCCC2,-25%,4%[57.1 µM],x,0%,0.7,0%,-6,0.4,24%[57.1 µM]
Cc1nc2nc(-c3ccccc3)nn2c(C)c1Cl,1%,-6%,x,1%,x,4%,x,x,u
CCOC(=O)c1c(NC(=O)CN2C(=O)NC(C)(c3ccccc3)C2=O)sc(C)c1C (stereo not drawn),-8%,-11%,0,31%[activator],-0.4,3%,-4,0.1,0%
O=C(Oc1ccc(-c2cnc3ccccc3n2)cc1)c1cccc([N+](=O)[O-])c1,-8%,-4%,-6,8%,0.2,-3%,8,-0.5,-1%
Nc1c(Cl)cnn(-c2ccccc2)c1=O,-9%,4%,x,-2%,x,3%,x,x,25%
CN(C)/C=C/C(=O)c1c(F)cccc1F,-19%,-8%,-2,0%,-1.0,16%,-1,-2.2,4%
S=C(Nc1cccnc1)NC1CC2CCC1C2 (stereo not drawn),-24%,6%,15,-3%,0.0,1%,5,2.6,-1%
CCOC(=O)c1c(C)[nH]c(C)c1S(=O)(=O)N1CCC(C(=O)N2CCN(c3ccccc3)CC2)CC1,-12%,-10%[57.1 µM],x,u,x,-5%,17,-0.3,-12%[57.1 µM]
O=c1c2ccccc2nnn1-c1ccccc1,-15%,-6%[11.4 µM],x,5%,x,5%,x,x,3%[11.4 µM]
CC12CC(O)C3C(CCC4=CC(=O)CCC43C)C1CCC2=CCO (stereo not drawn),-24%,-2%,x,-7%,x,4%,x,x,6%
Cn1c(C(=O)N[C@@H](Cc2ccccc2)C(=O)O)cc2cc(F)ccc21,-11%,35%,-10,-3%,0.1,7%,2,0.6,-6%
Cc1cc(C)cc(NC(=O)Nn2cnnc2)c1,-6%,-4%,-7,0%,0.4,8%,5,-0.2,-5%
CC(=O)Nc1ccc(SC[C@H](Cc2ccccc2)N2CCN(CC(C)C)CCC2=O)cc1,-11%,-6%,15,8%,0.3,4%,-15,-0.2,4%
CCOC(=O)CC1C(C(=O)OCC)ON2OC(C(=O)OC)C(C(=O)OCC)C12 (stereo not drawn),-7%,10%[11.4 µM],-11,-7%,0.1,0%,0,1.6,16%[11.4 µM]
COc1cc(C(C)=O)ccc1OCC(=O)OCC(=O)c1cc(C)n(CC2CCCO2)c1C (stereo not drawn),-17%,-1%,2,-5%,1.0,3%,-5,-0.2,-11%
Cc1ccc(N=Cc2cc(C)n(C3CCCC3)c2C)cc1,-15%,8%[57.1 µM],-6,-1%,-0.2,8%,0,-0.3,-11%
COc1cc(/C=C(\C#N)c2ccccn2)ccc1OCC(=O)Nc1cccc(C(F)(F)F)c1,0%,-16%,-12,0%,0.9,3%,4,1.2,-6%
O=C(CN1CCN(Cc2ccccc2F)CC1)Nc1ccccc1Cl,-20%,6%,-31,-4%,0.0,-6%,-5,0.4,32%
COc1ccc(NC(=O)Cn2nnc(-c3ccc(CN4CCOCC4)cc3)n2)c(OC)c1,-4%,-6%,5,1%,-0.9,6%,7,0.6,2%
O=C(NC1CCCCCC1)c1cc2c(Cl)nc3ccccc3c2s1,-12%,-6%,x,3%,-1.3,27%,0,-0.4,-5%
CC(NS(=O)(=O)c1ccc2c(c1)CC(=O)N2C)c1ccccc1 (stereo not drawn),-17%,5%,-5,4%,-0.3,2%,3,-1.8,13%
Nc1nonc1-n1nnc(C(=O)N/N=C/c2ccncc2)c1CSc1ccc(Cl)cc1,-23%,4%,20,-2%,-0.1,-8%,-7,0.1,21%
CCCCNC(=O)Nc1c(C(=O)OC)[nH]c2ccc(C)cc12,-5%,6%[57.1 µM],-26,2%,0.1,0%,-6,0.6,10%[57.1 µM]
CCCCn1c(SCC(=O)NC(C)(C)C)nnc1-c1ccco1,-12%,-3%,x,2%,x,1%,-8,0.0,12%
N#CCCSc1ncnc2c1oc1ccccc12,-12%,1%,36*,0%,0.4,3%,3,-0.7,3%
Nn1c(SCc2cccc(Oc3ccccc3)c2)nnc1C(F)(F)F,-27%,-1%,-8,5%,-0.8,16%,12,-1.8,16%
NS(=O)(=O)c1ccc(Nc2nc(-c3cccnc3)cs2)cc1,-7%,-2%,x,8%,x,-5%,3,-0.8,-3%[57.1 µM]
CCN(CC(=O)Nc1ccc(C(C)=O)cc1)CC(=O)Nc1ccc2c(c1)OCCO2,10%,-11%[2.29 µM],x,-2%,x,-6%,x,x,-16%[2.29 µM]
O=C(O)c1cc(NS(=O)(=O)c2ccc(NCc3ccccc3)c([N+](=O)[O-])c2)cc(C(=O)O)c1,-27%,-1%,5,x,0.7,-10%,6,-0.3,14%
